Screening data deposited in PubChem BioAssay by several laboratories.
KCNK3 block: human KCNK3 channel inhibitors, primary screen, CHO cells, FluxOR thallium flux, B-score | FluxOR fluorescence; hits give low values | B-score at 10 µM | 340,000 tested, 0.84% active | AID 602410, 2012;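 active = B-score under library mean minus 4 SD, starting fluorescence ratio at most library mean plus 5 SD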;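 also: more negative B-score means stronger inhibition of thallium flux through KCNK3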
Target sequence (O14649 whole entry, looked up): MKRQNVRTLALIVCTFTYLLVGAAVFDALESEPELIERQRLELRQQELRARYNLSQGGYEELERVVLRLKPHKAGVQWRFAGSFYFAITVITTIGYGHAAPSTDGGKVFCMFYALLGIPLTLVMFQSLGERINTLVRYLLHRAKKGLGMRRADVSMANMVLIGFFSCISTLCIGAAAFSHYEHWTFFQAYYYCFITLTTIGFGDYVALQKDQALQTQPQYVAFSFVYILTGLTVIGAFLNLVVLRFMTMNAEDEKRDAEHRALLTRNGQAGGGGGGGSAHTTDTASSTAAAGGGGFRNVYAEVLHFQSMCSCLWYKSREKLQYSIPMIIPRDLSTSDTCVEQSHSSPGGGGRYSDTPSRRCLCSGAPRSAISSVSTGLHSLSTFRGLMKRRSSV
Dyrk1A ADPGlo: rat Dyrk1A kinase inhibitors, primary screen, biochemical, single point, plate reader; Dual specificity tyrosine-phosphorylation-regulated kinase 1A (Rattus norvegicus), Q63470; ADP-Glo luminescence, NFATc1 peptide; inhibition, % at 12.5 µM; 310,000 tested, 0.43% active; in the data active = inhibition above about 50%;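 also: plate controls were vehicle with enzyme for no effect and no enzyme for full effect; many of its hits are not listed in these tables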
Starred values were filed as active, the others as inactive; i = inactive. The list is partial; the hit share may differ from the screen's.

KCNK3 block	Dyrk1A ADPGlo	SMILES
i	10	O=C(NCCc1ccc(F)cc1)C1CCN(C(=O)Nc2ccccc2)CC1
i	0	NC(=O)c1ccc(NC(=O)C2CC(=O)N(c3ccc4c(c3)OCCO4)C2)cc1 (stereo not drawn)
i	-4	CCCCN1CC(COCc2ccccc2)Oc2cccc(Oc3ccccc3)c2S1(=O)=O (stereo not drawn)
i	13	Cc1cc(C)c(C(=O)COc2cccnc2[N+](=O)[O-])cc1C
i	-2	COc1ccc(C(=O)N2CCCN(C)CC2)cc1S(=O)(=O)N(C)Cc1ccccc1
i	-14	NS(=O)(=O)c1cc(C(=O)OCC(=O)NC2CCCCCCC2)ccc1Cl
i	3	O=C(NCCCN1CCOCC1)C1CCN(S(=O)(=O)c2cccc(C(F)(F)F)c2)CC1
i	2	CC1(C)C[C@H]2C3=CCC4[C@@]5(C)CC[C@H](O)C(C)(C)C5CC[C@@]4(C)[C@]3(C)[C@@H](O)[C@@H](O)[C@@]2(CO)[C@@H](O)[C@@H]1O (stereo partly drawn)
i	-6	COCCCNC(=O)CC1C[C@H](C(=O)N2CCOCC2)[C@@]2(CCC3CCCC3)c3[nH]c4ccc(OC)cc4c3CCN2C1=O (stereo partly drawn)
i	0	CCN(CC)CCNC(=O)c1ccc(NC(=O)c2ccc(S(=O)(=O)N3CCCC3)cc2)cc1
i	-11	O=C(Nc1ccc(N2CCN(C(=O)c3ccccc3)CC2)cc1)c1cc2ccccc2o1
i	-3	O=c1[nH]c(=O)n(C2CC(O)C(CO)O2)cc1Br (stereo not drawn)
i	-2	NC(=O)c1ccc(NC(=O)c2cc(S(=O)(=O)N3CCCCC3)ccc2N2CCOCC2)cc1
i	-3	COc1cc(/C=C/C(=O)OCC(=O)c2ccc(S(=O)(=O)N3CCCCC3)cc2)cc(OC)c1OC
i	5	NS(=O)(=O)c1ccc(Cl)c(S(N)(=O)=O)c1

The results go on.
KCNK3 block	Dyrk1A ADPGlo	SMILES
i	6	NC(=O)c1cc([N+](=O)[O-])ccc1NCc1ccc(C(=O)O)cc1
i	1	CCOC(=O)c1c(C)[nH]c(C(=O)OCC(=O)N(CC)c2c(N)n(Cc3ccccc3)c(=O)[nH]c2=O)c1C
i	-2	CCN(CC)S(=O)(=O)c1ccc(C(O)=C(C#N)c2nc3ccccc3n2C)cc1
i	14	Cc1ccc(C2=NCCn3nc4cc(C(F)(F)F)ccc4c32)cc1
i	-12	Cc1ccc(C(=O)NC2CC3CCC(C2)N3C)cc1 (stereo not drawn)
i	-4	Cc1cc(N2CCN(C)CC2)nc2ccc(NC(=O)c3ccc4c(c3)OCO4)cc12
i	-2	Cc1cccc(C2CN(C)CCc3c2cc(O)c(O)c3Cl)c1 (stereo not drawn)
i	0	O=C(NC1CCN(Cc2ccccc2)CC1)c1cc(S(=O)(=O)N2CCOCC2)ccc1Cl
i	5	CN(C)c1ccc(/C=N/N=C2/NC(=O)/C(=C/c3ccc([N+](=O)[O-])cc3)S2)cc1
i	5	COc1cc(/C=C/C(=O)OCC(=O)NCCCc2ccccc2)ccc1O
i	8	CC(Sc1nc(C(F)(F)F)nc2ccccc12)C(=O)NC1CCCC1 (stereo not drawn)
i	2	CC(C)(C)OC(=O)N[C@H](C(=O)OC(C)(C)C)c1ccc(C(F)(F)F)cc1
i	-5	COc1ccc([C@H]2CC(=O)C=C(c3ccc(SC)cc3)C2)cc1
i	1	COc1ccccc1NS(=O)(=O)c1cccc(C(=O)N/N=C/c2c(CO)cnc(C)c2O)c1
i	-1	COC(=O)[C@@]12CCCCN1[C@H](c1ccc(-c3ccc(F)cc3)cc1)[C@H]1C(=O)N(C)C(=O)[C@H]12

Some of these compounds in order of formula weight, rising.
KCNK3 block	Dyrk1A ADPGlo	SMILES
i	-12	Cc1ccc(C(=O)NC2CC3CCC(C2)N3C)cc1 (stereo not drawn)
i	-5	COc1ccc([C@H]2CC(=O)C=C(c3ccc(SC)cc3)C2)cc1
i	5	CN(C)c1ccc(/C=N/N=C2/NC(=O)/C(=C/c3ccc([N+](=O)[O-])cc3)S2)cc1
i	-4	Cc1cc(N2CCN(C)CC2)nc2ccc(NC(=O)c3ccc4c(c3)OCO4)cc12
i	-2	CCN(CC)S(=O)(=O)c1ccc(C(O)=C(C#N)c2nc3ccccc3n2C)cc1
i	0	O=C(NC1CCN(Cc2ccccc2)CC1)c1cc(S(=O)(=O)N2CCOCC2)ccc1Cl
i	1	CCOC(=O)c1c(C)[nH]c(C(=O)OCC(=O)N(CC)c2c(N)n(Cc3ccccc3)c(=O)[nH]c2=O)c1C

Next section.
KCNK3 block	Dyrk1A ADPGlo	SMILES
i	1	CCOC(=O)C1CCCN(C(=O)c2ccc(S(=O)(=O)N3CCOCC3)cc2)C1 (stereo not drawn)
i	-1	O=C(CCC1CCCC1)Nc1cc(Cl)ccc1N1CCOCC1
i	-2	CCCCn1c(N)c(C(=S)NC(=O)CC(C)C)c(=O)n(C)c1=O
i	2	O=C1NCCN1c1ccccc1
i	2	CN(C(=O)c1ccc(NC(=O)Cc2cccc(NC(=O)C3CCCN(C(=O)C4CCCC4)C3)c2)cc1)C1CCCC1 (stereo not drawn)
i	3	Cc1cccc(NC(=O)CNC(=O)CSc2nc(N)cc(N)n2)c1C
i	-3	Cn1cc(C(CO)Cc2ccccc2)c2ccccc21 (stereo not drawn)
i	3	CN1CC[C@]2(CCN3CCc4c(oc5ccccc45)[C@@H]3C2)N(C)C1=O
i	0	N#C/C(=C/C1=C(N2CCOCC2)C(=C/c2cccc([N+](=O)[O-])c2)/CC1)C(=O)Nc1ccccc1F
i	-1	CCN(CC)S(=O)(=O)c1ccc(Cl)c(NC(=S)NC(=O)C2CCCC2)c1
i	-11	CC12CCC(=O)C=C1C(O)CC1C2CCC2(C)C1CCC2(O)C(=O)CO (stereo not drawn)
i	8	CC(Oc1ccccc1)C(=O)OCC(=O)Nc1sccc1C(N)=O (stereo not drawn)
i	6	C[C@@H](NC(=O)c1ncn(C)c1C(=O)N[C@H](C)c1ccccc1)c1ccccc1
i	10	NC(=O)c1ccsc1NC(=O)COC(=O)CCCOc1ccccc1
i	-5	CC12CCCC(C(C#N)C(N)=O)(C1)NC(=O)C2C#N (stereo not drawn)

In the list so far, these contain an NH in an aromatic ring:
KCNK3 block	Dyrk1A ADPGlo	SMILES
i	-6	COCCCNC(=O)CC1C[C@H](C(=O)N2CCOCC2)[C@@]2(CCC3CCCC3)c3[nH]c4ccc(OC)cc4c3CCN2C1=O (stereo partly drawn)
i	-3	O=c1[nH]c(=O)n(C2CC(O)C(CO)O2)cc1Br (stereo not drawn)
i	1	CCOC(=O)c1c(C)[nH]c(C(=O)OCC(=O)N(CC)c2c(N)n(Cc3ccccc3)c(=O)[nH]c2=O)c1C

Next section.
KCNK3 block	Dyrk1A ADPGlo	SMILES
i	-2	Cc1ccc(S(=O)(=O)N2CCN(C(=O)c3cc(S(=O)(=O)N(C)C)ccc3N3CCCC3)CC2)c(C)c1
i	-2	CN(CC(=O)Nc1ccccc1Cl)CC(=O)Nc1cccc2ccccc12
i	-7	CCN(CC(=O)Nc1ccc(NC(C)=O)cc1)C(=O)c1cc(-c2ccccc2Cl)nc2ccccc12
i	18	C/C(=N/Nc1ccc(C(=O)O)cc1)c1ccc2c(c1)Nc1ccccc1S2
i	-1	Cc1ccc(S(=O)(=O)N2C[C@@H]3CCCC[C@@H]3[C@@H](C)[C@H]2c2cn(Cc3ccccc3)c3ncccc23)cc1
i	2	C=CCN1c2ccccc2C(=O)C(C)S1(=O)=O (stereo not drawn)
i	4	O=C(O)C1(Nc2ccc(Cl)cc2)CCCC1
i	4	CCOc1cc(C(=O)OC(C)C(=O)Nc2ccccc2OC)ccc1OCC(=O)N1CCOCC1 (stereo not drawn)
i	1	COc1cc(C(=O)N2CCN(c3ccccc3F)CC2)ccc1OCC(=O)N1CCOCC1
i	3	COc1ccccc1C(CNC(=O)c1ccc(NS(=O)(=O)c2ccc(C(C)=O)cc2)cc1)N1CCCC1 (stereo not drawn)
i	-2	O=C(C[C@@H]1C/C=C/CC[C@@H](Cc2ccc(F)cc2)C(=O)O[C@H](c2ccccc2)CNC1=O)NCCO
i	0	N[C@@H](Cc1ccc(O)cc1)C(=O)Nc1ccc2ccccc2c1
i	3	C#CCOCCOCCOCCNc1nc(N2CCN(C(=O)[C@H](CCCN=C(N)N)n3cc(C(N)[C@H](C)CC)nn3)CC2)nc(N2CCN(C(=O)[C@H](CCCN=C(N)N)n3cc(C(N)[C@@H](C)CC)nn3)CC2)n1 (stereo partly drawn)
i	3	Cc1cccc(C)c1N1C(=O)CC(N2CCN(S(=O)(=O)c3ccccc3F)CC2)C1=O (stereo not drawn)
i	-2	CN(CCc1ccccc1)C(=O)c1ccc(NC(=O)Cc2ccc(NC(=O)C3CCCN(C(=O)C4CC4)C3)cc2)cc1 (stereo not drawn)

Already shown: entries from further up.
KCNK3 block	Dyrk1A ADPGlo	SMILES
i	3	Cc1cccc(C)c1N1C(=O)CC(N2CCN(S(=O)(=O)c3ccccc3F)CC2)C1=O (stereo not drawn)
i	-2	CN(CCc1ccccc1)C(=O)c1ccc(NC(=O)Cc2ccc(NC(=O)C3CCCN(C(=O)C4CC4)C3)cc2)cc1 (stereo not drawn)

Additional results follow:
KCNK3 block	Dyrk1A ADPGlo	SMILES
i	17	C[C@H](CO)N1C[C@H](C)[C@H](CN(C)Cc2ccccc2)Oc2c(NC(=O)Nc3ccc(F)cc3)cccc2C1=O
i	-2	CCOc1ccc(NC(=O)CN2CCN(CC(=O)Nc3cccc(F)c3)CC2)cc1
i	5	COc1cc(=O)n(C)c2c(OCC(O)C(C)(C)O)cccc12 (stereo not drawn)
i	-4	Cc1nc(N2CCN(S(=O)(=O)c3ccccc3)CC2)c2c3c(sc2n1)CC(C)CC3 (stereo not drawn)
i	2	CCc1noc(C)c1C(=O)OCC(=O)NC(C)c1ccccc1 (stereo not drawn)
i	4	CCOc1cc(N2CCOCC2)c(OCC)cc1NC(=O)c1c(C)noc1C
i	-1	O=C(COC(=O)Cc1ccc(Br)cc1)NCc1cccs1
i	-2	CCC(=O)c1ccc(OCC(=O)N2CCN(C(=O)c3ccccc3)CC2)cc1
i	2	O=C(COC(=O)/C=C/c1cccc(Cl)c1)NC1CCCC1
i	6	C[C@H](CO)N1C[C@H](C)[C@@H](CN(C)Cc2ccc3c(c2)OCO3)Oc2ccc(NS(C)(=O)=O)cc2C1=O
i	-3	CC(=O)Nc1cccc(OCc2cccc([N+](=O)[O-])c2)c1
i	4	CC(C)[C@H](NC(=O)c1ccccc1F)C(=O)OCCN1C(=O)c2ccccc2C1=O
i	15	COc1cc2sc3ccc(-c4ccc(CN5CCOCC5)cc4)cc3c(=O)c2cc1OC
i	-1	Cn1c(=O)c2c(ncn2CC(=O)OCC(=O)Nc2ccc(F)cc2Cl)n(C)c1=O
i	-1	O=C(/C=C/c1ccccn1)c1ccc(Br)cc1O

One compound at a time, from the list above:
COc1cc(=O)n(C)c2c(OCC(O)C(C)(C)O)cccc12 (stereo not drawn) reads KCNK3 block: i; Dyrk1A ADPGlo: 5
CC(=O)Nc1cccc(OCc2cccc([N+](=O)[O-])c2)c1 reads KCNK3 block: i; Dyrk1A ADPGlo: -3

The results go on.
KCNK3 block	Dyrk1A ADPGlo	SMILES
i	2	Nc1ccn(C2OC(COP(=O)(O)O)C(O)C2O)c(=O)n1 (stereo not drawn)
i	10	CCOC(=O)[C@@H]1[C@H]2COc3ccc(Br)cc3[C@@H]2N2C(=O)N(c3ccc(Br)cc3)C(=O)[C@@]12C
i	-4	CCN(CC(=O)Nc1ccccc1C(F)(F)F)C(=O)c1ccccc1OCc1ccc(F)cc1
i	4	CCN(CC)C(=O)c1[nH]cnc1C(=O)NCCCCCNC(=O)OC(C)(C)C
i	5	CCC(C(=O)N1CCN(S(=O)(=O)c2ccc(F)cc2)CC1)c1ccccc1 (stereo not drawn)
i	-20	c1ccc(COc2ncnc3c2ncn3CCCNCc2ccccn2)cc1
i	-8	COC(=O)C1CCN(C(=O)COC(=O)c2ccc(N3CCCC3=O)cc2)CC1
i	1	CN(CC(=O)Nc1ccc(Cl)c(Cl)c1)CC(=O)Nc1ccc2c(c1)OCO2
i	-4	CCCn1c(N)c(N(CCOC)C(=O)c2cc3ccccc3cc2OC)c(=O)[nH]c1=O
i	-1	Nc1cccc2c(=O)[nH][nH]c(=O)c12
i	2	CC(Sc1n[nH]c(=O)n1Cc1ccccc1)C(=O)NCC1CCCO1 (stereo not drawn)
i	6	CC(=NNS(=O)(=O)c1ccc([N+](=O)[O-])cc1)c1ccc(C)cc1
i	32	N#C/C(=C\c1ccc(O)c(O)c1)C(=O)Nc1ccccc1
i	1	COc1cc2c(C#CCCO)c(-c3ccsc3)oc(=O)c2cc1OC
i	-5	COc1ccccc1CNC(=O)COC(=O)c1ccc(Cl)nc1

Next compounds follow.
KCNK3 block	Dyrk1A ADPGlo	SMILES
i	-1	CCOc1ccc(N=Cc2ccccc2O)cc1
i	-5	COCC(C)OC(=O)/C(C#N)=C\c1coc2ccc(C)cc2c1=O (stereo not drawn)
i	12	O=C(NC1CCN(Cc2ccccc2)CC1)c1cccc(NS(=O)(=O)c2ccc(Br)cc2)c1
i	-6	CC1CCCC(C)N1C(=O)COC(=O)C12CC3CC(CC(Cl)(C3)C1)C2 (stereo not drawn)
i	4	Cc1cnc(C(=O)OCC(=O)c2ccc(C)s2)cn1
i	-4	CC[C@@]1(C(=O)OC)N[C@H](CN(C)C(=O)Nc2ccc(F)cc2)[C@@H]2C(=O)N(C)C(=O)[C@@H]21
